SENP6 inh = SENP6 protease inhibitors, primary screen, biochemical, luminescence, uHTS. Sentrin-specific protease 6 (Homo sapiens), Q9GZR1. Recombinant SENP6 catalytic domain, aminoluciferin luminescence. inhibition, % at 10 µM. 330,000 compounds, 1.8% hits;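 active means inhibition above about 50% at the single tested dose, limit read from the data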;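 further: plate controls were DMSO wells with enzyme for no effect and DMSO wells lacking enzyme for full effect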
HKDC1 inh = HKDC1 hexokinase inhibitors, primary screen, biochemical, fluorescence, uHTS; recombinant HKDC1, G6PDH/diaphorase resazurin coupled fluorescence; AID 493160, 2011; 340,000 compounds, 0.16% hits; inhibition, % at 20 µM;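 active means inhibition above about 35% when tested at 20 µM, limit read from the data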;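 further: plate controls were DMSO wells with enzyme for no effect and DMSO wells lacking enzyme for full effect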
Target sequence (Q2TB90 whole entry, looked up): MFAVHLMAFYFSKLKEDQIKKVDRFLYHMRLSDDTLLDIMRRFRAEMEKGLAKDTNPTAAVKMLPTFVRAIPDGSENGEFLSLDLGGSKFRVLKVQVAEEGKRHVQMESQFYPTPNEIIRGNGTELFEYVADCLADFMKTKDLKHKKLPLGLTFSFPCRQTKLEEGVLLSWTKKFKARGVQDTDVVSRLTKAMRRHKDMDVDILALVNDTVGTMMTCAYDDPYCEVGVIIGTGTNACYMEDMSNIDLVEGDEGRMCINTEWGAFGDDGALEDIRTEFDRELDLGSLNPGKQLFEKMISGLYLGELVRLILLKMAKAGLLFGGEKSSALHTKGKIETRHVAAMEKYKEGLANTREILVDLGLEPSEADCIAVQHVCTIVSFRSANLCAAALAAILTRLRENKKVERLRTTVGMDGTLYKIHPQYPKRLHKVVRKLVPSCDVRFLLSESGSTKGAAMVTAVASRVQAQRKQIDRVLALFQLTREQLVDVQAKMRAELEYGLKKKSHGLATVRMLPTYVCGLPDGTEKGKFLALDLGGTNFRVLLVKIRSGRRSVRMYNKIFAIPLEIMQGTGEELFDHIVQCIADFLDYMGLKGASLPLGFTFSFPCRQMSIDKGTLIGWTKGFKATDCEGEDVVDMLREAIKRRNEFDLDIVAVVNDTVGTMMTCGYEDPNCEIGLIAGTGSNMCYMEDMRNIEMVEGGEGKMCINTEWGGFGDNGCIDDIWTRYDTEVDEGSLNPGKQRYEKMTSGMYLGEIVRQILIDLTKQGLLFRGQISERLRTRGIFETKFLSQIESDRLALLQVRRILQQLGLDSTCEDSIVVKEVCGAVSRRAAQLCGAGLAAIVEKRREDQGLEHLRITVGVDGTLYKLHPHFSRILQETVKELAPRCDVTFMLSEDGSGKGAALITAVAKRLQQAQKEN
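Assay system – recombinant HKDC1 (HK5) hexokinase enzyme, produced in-house · Input – HKDC1 at 5 µg/mL · Reagent – glucose plus 1 mM ATP as hexokinase substrates · Timing – 90 min reaction incubation at room temperature, dark · Measured by – G6PDH/diaphorase-coupled fluorescence, 1 mM NADP, 100 µM resazurin, 525/613 nm · Benchmarks – DMSO-enzyme wells negative, buffer-substituted wells positive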
SENP8 block-1 = human SENP8 protease inhibitors, primary screen, biochemical, fluorescence, Nedd8 protein substrate, uHTS; Sentrin-specific protease 8 (Homo sapiens), Q96LD8; recombinant SENP8; inhibition, % at 20 µM; 360,000 compounds, 0.64% hits; AID 602440, 2012; in the data active means inhibition mostly above about 40%, no sharp cut-off; inactive means mostly below about 27%
SENP1 FRET inh = human SENP1 catalytic domain inhibitors, primary screen, biochemical, FRET, uHTS | 360,000 compounds, 0.21% hits | Sentrin-specific protease 1 (Homo sapiens), Q9P0U3 | inhibition, % at 10 µM | recombinant SENP1 catalytic domain, CyPet-SUMO1-YPet FRET cleavage;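 active means inhibition at least 30% at 10 µM, raw YFP signal under a set limit, fluorescence ratio 0.5 to 1.5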;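 further: 0% = enzyme with DMSO and 100% = no enzyme wells; some results filed as inactive read as strong as hits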
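Controls: no-enzyme wells low, DMSO-plus-enzyme wells high control. Test system: human recombinant His6-tagged SENP1 catalytic domain enzyme. Reagent: SFCypet-SUMO1-SFYpet FRET protein substrate, 25 nM final. Doses: one dose per compound, 10 µM, 0.5% DMSO. Detection: FRET, CFP and YFP emission. Timing: 50 min reaction at room temperature.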
Apaf-1 inh = inhibitors of human Apaf-1 apoptosome, primary screen, biochemical, DEVD-Rh110 fluorescence, uHTS | Apoptotic protease-activating factor 1 (Homo sapiens), O14727 | reconstituted apoptosome caspase-3 activity | inhibition, % at 20 µM | 330,000 compounds, 0.71% hits | AID 489030, 2010; active means inhibition of at least 40% at 20 µM;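 further: plate controls were DMSO wells for no effect and DEVD-CHO caspase inhibitor wells for full effect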
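Material: reconstituted apoptosome with Apaf-1, cytochrome c, caspase-9, procaspase-3, dATP / Buffer or medium: pH 7.5 Hepes buffer with CHAPS, BSA, DTT / Also added: cytochrome c with DEVD-Rh110 / Schedule: compound with Apaf-1, dATP, procaspase-3 30 min, then 50 min reaction, room temperature / Technique: rhodamine 110 fluorescence at Ex 480/Em 540 nm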
PfG6PD inh = PfG6PD enzyme inhibitors, primary screen, biochemical, fluorescence intensity, uHTS; glucose-6-phosphate dehydrogenase-6-phosphogluconolactonase (Plasmodium falciparum 3D7); PfGluPho enzyme, NADPH resazurin-diaphorase fluorescence; inhibition, % at 20 µM; 350,000 compounds, 0.78% hits; AID 504690, 2011;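 active means inhibition reaching at least a set limit at 20 µM in the primary screen, cut at about 59% in these data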;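 further: 0% = DMSO wells with substrate and 100% = DMSO wells lacking glucose-6-phosphate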
SENP7 block = SENP7 protease inhibitors, primary screen, biochemical, luminescence, uHTS; recombinant SENP7, Z-RLRGG-aminoluciferin luminescence, 40 min; inhibition, % at 5 µM; 330,000 compounds, 1.5% hits;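 active means inhibition above about 50% at the single test dose, limit read from the data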;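 further: plate controls were DMSO with enzyme for no effect and no enzyme buffer wells for full effect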
SENP8 block-2 = SENP8 protease inhibitors, primary screen, biochemical, luminescence; 330,000 compounds, 1.2% hits; Sentrin-specific protease 8 (Homo sapiens), Q96LD8; inhibition, % at 10 µM; purified SENP8, Z-RLRGG-aminoluciferin cleavage; AID 2540, 2010; in the data active means inhibition above about 50%
* marks the source's active call; other numbers are inactive results; / = no result given.

SMILES	SENP6 inh	HKDC1 inh	SENP8 block-1	SENP1 FRET inh	Apaf-1 inh	PfG6PD inh	SENP7 block	SENP8 block-2
CCOC(=O)CSc1nc(N)c(C#N)cc1C#N	-3	-8	-171	-24	-7	-4	-1	6
O=C(NNC(=O)c1nc(Cl)ccc1Cl)c1ccc(F)cc1	10	-4	-10	0	-11	0	1	-1
COc1ccc(Nc2nnc(-c3ccc(C(=O)NCCO)cc3)c3ccccc23)cc1	7	-3	0	3	13	38	-1	-2
CCOc1cc(S(=O)(=O)N(CC)CC)ccc1Br	-7	4	8	1	-2	-9	-4	0
O=C(O)c1cc(C2CC2)nc2ccccc12	-22	-3	7	1	1	-4	-14	-11
CC(=O)Nc1ccc2nc(N)sc2c1	/	-3	16	2	/	9	/	/
N#C/C(=C\c1ccc(OCCN2CCOCC2)cc1)C(=O)Nc1ccccc1F	-10	-1	3	-11	4	9	2	-1
COc1ccc(CCNc2nnc(C)c(=O)[nH]2)cc1OC	4	7	4	1	-7	-4	0	1
CC1=NN(C(=O)c2ccc(Cn3cc(Br)c([N+](=O)[O-])n3)o2)C(O)(C(F)(F)F)C1 (stereo not drawn)	2	-10	30	2	8	8	-10	4
COc1ccc(OC)c(C(=O)Cn2nnc(-c3ccc(N4CCOCC4)cc3)n2)c1	-20	-5	-420	-2	-3	1	-1	-13
COc1ccc(-n2ncc3c2CC(C)(C)CC3NC(=O)c2oc(C)cc2C)cc1 (stereo not drawn)	13	-1	10	0	12	13	0	4
CC(C)=CCCC(C)CN1CCC(n2nccc2NC(=O)c2ccccc2)CC1 (stereo not drawn)	7	-5	8	-6	4	13	3	0
COc1ccc2[nH]c(C(=O)N/N=C/c3ccc(O)cc3O)cc2c1	1	-14	-212	-21	1	-14	-1	-7
Cc1cc(C)n2nc(C(=O)OCC(=O)N(Cc3ccccc3)C(C)C)nc2n1	-11	0	2	1	4	14	6	-6
Cc1ccc(S(=O)(=O)N2[C@@H](c3ccc(F)cc3)C(C(=O)O)=CC[C@H]2c2cccc(Cl)c2)cc1	4	2	6	0	14	-4	3	3
C=CCn1c(SCc2ccccc2)nc2c1c(=O)[nH]c(=O)n2C	9	-3	2	1	11	20	-2	0
c1ccc(NNC2=NCCCCC2)cc1	-6	-3	7	3	-1	0	1	4
CCOC(=O)c1cc(OC(=O)c2ccccc2Br)n(-c2ccccc2)n1	-7	2	10	4	-16	-9	4	-2
COC(=O)C1=C(C)Nc2nnnn2C1c1ccco1 (stereo not drawn)	-9	-10	-1	-3	2	-8	5	0
Cc1cc(C)n(/N=C/c2cccs2)c(=O)c1C#N	8	-6	-6	2	5	8	6	2
O=C(NCCCN1CCCC1=O)c1ccc(S(=O)(=O)Nc2ccccc2F)cc1	-6	-3	6	1	-4	-5	-1	0
O=C(N=Nc1c(O)[nH]c2ccccc12)c1cccc(S(=O)(=O)Nc2ccccc2Cl)c1	17	-7	6	4	14	1	21	13
CCC(c1nnnn1CCOC)N1CCN(c2nc3ccccc3s2)CC1 (stereo not drawn)	-8	-3	11	0	-1	5	-5	-1
COc1ccc(-c2nn(-c3ccccc3)cc2C(=O)O)cc1OC	-14	-7	5	1	-1	-3	-2	-6
COc1ccc(NC(=O)CCNC(=O)Cn2ccc3ccccc3c2=O)cc1OC	-7	-4	-5	1	-6	0	6	9

(list continues)
SMILES	SENP6 inh	HKDC1 inh	SENP8 block-1	SENP1 FRET inh	Apaf-1 inh	PfG6PD inh	SENP7 block	SENP8 block-2
O=C(CCCOc1ccccc1)N1CCN(c2ccccn2)CC1	1	-9	-10	2	1	-2	-1	-9
CN(C)N1C(N)=C(C#N)C(c2cccc([N+](=O)[O-])c2)C2=C1CC(C)(C)CC2=O (stereo not drawn)	-8	-5	16	2	9	20	-6	-4
Cc1ccc(S(=O)(=O)N(C)c2ccc(OC(=O)CN3C(=O)NC(C)(c4ccccc4)C3=O)cc2)cc1C (stereo not drawn)	/	7	18	0	/	-2	/	/
Cc1ccc(C2CC(C(F)(F)F)n3ncc(C(N)=O)c3N2)cc1 (stereo not drawn)	14	-2	4	2	-5	15	4	2
S=C1SCCN1Cc1ccccc1	/	-1	-6	1	/	13	/	/
O=C(COC(=O)C1CC(=O)N(c2ccc3c(c2)OCCO3)C1)Nc1ccc2c(c1)CCC2 (stereo not drawn)	-13	4	14	-4	10	-2	-11	-5
Cc1ccccc1/C=C/C1=NCCN1	13	-8	4	2	-10	8	3	8
CCOC(=O)C1(Cc2cccc(F)c2)CCN(CC(O)CO)CC1 (stereo not drawn)	1	-2	16	-1	-18	1	0	-4
CCCCCNC(=O)Cc1ccc(OC)cc1	-17	-3	10	11	-1	6	0	-2
COC(=O)c1ccccc1NC(=O)C1CCN(S(C)(=O)=O)CC1	-17	5	1	2	-7	-21	-6	-8
CCOC(=O)N1CCC(NS(=O)(=O)c2ccc3c(c2)C(C)(C)C(=O)N3C)CC1	-9	-2	21	1	-2	-23	-3	-1
O=C(OCCN=C1NS(=O)(=O)c2ccccc21)c1cccnc1	-5	-2	20	2	-3	4	-2	0
CCC(C)[C@H](N)c1nnc(SCC(=O)Nc2ccc(C)cc2C)o1 (stereo partly drawn)	-2	-2	16	1	-1	19	0	-5
CC(C)(C)NC(=O)Cn1nnc(-c2ccccc2NC(=O)c2ccco2)n1	-2	-1	14	2	3	-11	-1	0
Cc1[nH]n(-c2ccccc2)c(=O)c1N=Nc1cccc([N+](=O)[O-])c1	5	-4	30	2	1	-12	5	-13
Cc1ccc(NC(=O)COC(=O)Cc2ccsc2)cc1S(=O)(=O)N(C)C	-5	0	22	1	-9	1	-2	1
CSc1ccccc1NS(=O)(=O)c1ccc2c(c1)OCCO2	-3	-3	17	2	-10	-18	5	-3
O=C(NCC(c1ccco1)N1CCc2ccccc2C1)c1ccc(Cl)c([N+](=O)[O-])c1 (stereo not drawn)	-3	0	13	1	14	18	-9	6
COc1ccccc1NC(=O)c1nnn(Cc2ccccc2)c1NC(C)=O	4	-3	1	0	6	2	-6	-2
O=C(Nc1ccc2oc(-c3ccc4ccccc4c3)nc2c1)c1cccs1	-13	-5	-403	1	7	-9	-22	5
CCOC(=O)Cn1c(=O)oc2cc(S(=O)(=O)NCCC(C)C)ccc21	2	2	11	4	7	-13	-2	5
O=C(Nc1ncc2c(n1)-c1ccccc1OC2)c1ccc(Cl)cc1	2	0	-272	-1	5	19	0	2
NC(=O)CSc1nc(C23CC4CC(CC(C4)C2)C3)nc2ccccc12	3	16	6	2	12	-11	-6	10
C=CCC[C@@H](Cc1ccc(F)cc1)C(=O)OC[C@@H](Cc1c[nH]c2ccccc12)NC(=O)[C@@H](CC=C)CC(=O)N(CCO)Cc1ccccc1	-11	1	8	1	27	34	-6	-15
O=c1[nH]c2cc3c(cc2cc1CN(Cc1ccc2c(c1)OCO2)Cc1nnnn1CC1CCCO1)OCO3 (stereo not drawn)	-4	13	-278	-24	12	15	10	-6

Continuation.
SMILES	SENP6 inh	HKDC1 inh	SENP8 block-1	SENP1 FRET inh	Apaf-1 inh	PfG6PD inh	SENP7 block	SENP8 block-2
CC(C)OCCCn1c(=O)c2ccccc2n2c(CCC(=O)O)nnc12	-8	-2	10	2	-4	-1	-6	-6
COC(c1ccccc1)c1nnc(CCC(=O)N(C)C(C2CC2)C2CC2)o1 (stereo not drawn)	2	2	10	3	-5	-1	-4	-7
CN(C)CC(O)CN(c1ccccc1)c1ccccc1 (stereo not drawn)	-1	2	4	3	-3	-18	-9	-2
COc1cccc(-c2nc(CS(=O)(=O)CC(=O)N3CCc4ccccc4C3)c(C)o2)c1	8	4	9	-1	1	-8	-1	-3
CCCS(=O)(=O)Nc1c(C(=O)O)[nH]c2ccc(OC)cc12	0	-2	-415	-8	-17	10	0	3
CCOc1ccccc1NS(=O)(=O)c1csc(C(N)=O)c1	2	-4	11	2	3	-7	2	-6
COc1ccc(NC(=O)CSCC(=O)Nc2cccc(S(=O)(=O)N3CCCCCC3)c2)cc1	-2	1	2	1	12	-25	-4	-8
O=C(COC(=O)[C@@H]1CC(O)CN1S(=O)(=O)c1ccc2c(c1)OCCO2)Nc1cc(F)ccc1F (stereo partly drawn)	-2	1	15	1	-7	-3	3	-1
CCC(=O)Nc1nnc(-c2ccc(OC)cc2)o1	-2	-2	6	0	-1	-12	-2	8
COCc1c(C(=O)OCC(=O)c2c(N)n(CC(C)C)c(=O)n(C)c2=O)oc2ccccc12	-13	1	26	0	28	-7	-5	-3
Nc1c(-c2ccc(Cl)cc2)cnn1-c1ccccc1	87*	1	21	1	7	-8	93*	84*
COc1ccc(C2N(S(=O)(=O)c3ccc(C)cc3)CCN2S(=O)(=O)c2ccc(C)cc2)cc1	2	1	12	2	9	-9	4	7
CNC(=O)CN(c1cc(OCCOC)c(Cl)cc1Cl)S(=O)(=O)c1ccccc1	-3	9	7	1	-1	-7	2	-2
CCCc1n(CC(O)COC2CCCCC2)c2ccccc2[n+]1C (stereo not drawn)	-3	-4	-1	1	1	4	-2	1
O=C1/C(=C/c2ccccc2O)SC(=S)N1Cc1cccnc1	11	-2	24	11	-14	62*	0	2
